From PubChem BioAssay
MITF TRPM1 inh – inhibitors of MITF-dependent TRPM1 promoter reporter, primary screen, cell-based, SK-MEL-5, single point, luciferase; SK-MEL-5 TRPM1 promoter luciferase, 24 h; 330,000 tested, 0.83% active; AID 488899, 2010; inhibition, % at 12.5 µM;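 active = mean inhibition across replicates of 60% or more, whatever share of single replicates reaches that level; inconclusive = some that reach 60%, reason not given; inactive = mean inhibition across replicates below 60%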; also: values of inactives mirror those of a sister screen read the other way
NR2E3 ag-1 – inhibitors of NR2E3-RetCOR corepressor binding, primary screen, NR2E3 agonist project, biochemical, TR-FRET, GST-NR2E3, biotin-RetCOR; 320,000 tested, 0.12% active; 1536-well; AID 2300, 2010; inhibition of corepressor binding, % at 4.78 µM;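 active = percent inhibition above the cutoff of mean plus 3 SD of all tested compounds, set per screening campaign, cut at about 20% in these data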;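 also: 0% = DMSO wells and 100% = biotin wells as full block of FRET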
Target sequence (Q9Y5X4 whole entry, looked up): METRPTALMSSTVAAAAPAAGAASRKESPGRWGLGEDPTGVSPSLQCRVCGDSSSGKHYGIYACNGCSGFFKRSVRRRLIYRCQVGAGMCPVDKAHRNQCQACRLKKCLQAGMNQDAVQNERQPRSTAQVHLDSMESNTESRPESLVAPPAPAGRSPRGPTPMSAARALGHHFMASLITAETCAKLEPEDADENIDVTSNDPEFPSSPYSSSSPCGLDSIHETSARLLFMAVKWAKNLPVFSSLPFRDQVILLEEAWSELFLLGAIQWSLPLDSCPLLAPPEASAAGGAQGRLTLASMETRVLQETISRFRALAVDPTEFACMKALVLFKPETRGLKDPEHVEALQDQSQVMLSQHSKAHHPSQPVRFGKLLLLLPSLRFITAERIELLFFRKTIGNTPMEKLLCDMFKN
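Material: NR2E3–RetCOR corepressor complex / Amount: 1.35 nM GST-NR2E3 / Medium: Tris pH 7.5 / Compound: single nominal compound dose of 4.8 µM / Incubation: 5 h at 4 °C / Technique: TR-FRET, Eu(K)-anti-GST donor, streptavidin-D2 acceptor, ex 340, em 617/671 nm / Read-out basis: percent loss of FRET ratio relative to control wells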
Shn3 3UTR inh – reduction of Shn3 3'UTR firefly luciferase signal, primary screen, Schnurri-3 inhibitor project, cell-based, Clone20 osteoblasts, set 2. Clone20 osteoblast Shn3 3'UTR firefly luciferase, 24 h. inhibition, % at 12.5 µM. 360,000 tested, 0.52% active;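 active = mean inhibition of at least 75% with every replicate also reaching 75%; inconclusive = mean inhibition at least 75% but some replicate below; inactive = mean inhibition below 75%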;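 also: 0% = median of neutral control wells and 100% = pilot-screen positive control compound; some compounds past the cut are filed as inactive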
Peg3 promoter – Peg3 promoter-driven luciferase inhibitors, primary screen, cell-based, HeLa, luciferase luminescence | HeLa PEG-Prom luciferase reporter, overnight | AID 588405, 2011 | 360,000 tested, 1.7% active | inhibition, % at 20 µM;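 active = inhibition of at least 50% at 20 µM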
HIF-2a inh – HIF-2a reporter inhibitors, primary screen, luminescence, 786-0 RCC cells. 786-0 RCC cells HIF-2a reporter, luciferase luminescence, overnight. inhibition, % at 18.8 µM. 360,000 tested, 0.72% active. AID 624352, 2012;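 active = inhibition of the luminescence signal of 40% or more relative to plate controls, in a single-dose primary screen at 18.75 µM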
PDI inh – inhibitors of human PDI, primary screen, biochemical, turbidity, single point, plate reader | inhibition, % at 10 µM | 350,000 tested, 0.052% active | PDI insulin aggregation turbidity, A650, 90 min | Protein disulfide-isomerase (Homo sapiens), P07237;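 active = mean inhibition across replicates of 30% or more, whatever share of single replicates reach that level; inconclusive = mean inhibition below 30% while every single replicate reaches 30%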;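 also: absorbance from insulin aggregation driven by PDI reduction with DTT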
Target sequence (P07237 whole entry, looked up): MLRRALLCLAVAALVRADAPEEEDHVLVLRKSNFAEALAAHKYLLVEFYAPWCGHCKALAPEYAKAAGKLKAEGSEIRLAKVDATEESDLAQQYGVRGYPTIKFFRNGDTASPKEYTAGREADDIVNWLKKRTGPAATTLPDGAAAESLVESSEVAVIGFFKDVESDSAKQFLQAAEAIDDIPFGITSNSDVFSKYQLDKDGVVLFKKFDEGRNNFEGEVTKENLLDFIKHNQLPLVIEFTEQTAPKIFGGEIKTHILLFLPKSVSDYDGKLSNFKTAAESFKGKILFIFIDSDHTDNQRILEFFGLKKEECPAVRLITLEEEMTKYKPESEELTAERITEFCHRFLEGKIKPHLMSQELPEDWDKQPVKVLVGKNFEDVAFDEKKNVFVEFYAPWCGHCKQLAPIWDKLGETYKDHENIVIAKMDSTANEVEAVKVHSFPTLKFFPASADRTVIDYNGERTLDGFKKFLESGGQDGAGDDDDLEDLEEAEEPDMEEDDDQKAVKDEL
CaV13 FRET inh – Disruptors of the CACNA1D IQ motif to Ca2+-dependent inactivation inhibitor domain association, primary screening, Förster resonance energy transfer in intact living …; HEK cells, CFP/YFP FRET ICDI-IQ, plate reader, 10 min; percent FRET-ratio fall versus neutral wells; inhibition, % at 12.3 µM; 340,000 tested, 0.098% active;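 active = mean replicate inhibition of at least 30% and at least 1% of replicates passing that level; inconclusive = only one of the two criteria is met; inactive = neither criterion is met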;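 also: 0% = median of the neutral control wells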
iPSC survival up – enhancers of single-cell hiPSC survival, primary screen, ATPlite luminescence; 100% = ROCK inhibitor wells, 0% = DMSO; survival enhancement, % at 20 µM; AID 602274, 2012; 360,000 tested, 0.044% active; in the data active = survival enhancement above about 18%;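 also: cells exposed to compounds for 16 hours before the ATP read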
NR2E3 ag-2 – NR2E3 agonists in two-hybrid cells, primary screen, cell-based, luminescence, CHO-S, Gal4-NCOR/VP16-NR2E3 | Photoreceptor-specific nuclear receptor (Homo sapiens), Q9Y5X4 | luciferase | inhibition of corepressor binding, % at 3.98 µM | 360,000 tested, 0.35% active | AID 602229, 2012;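 active = inhibition above the mean of all tested compounds plus 3 SD, cut at about 70% in these data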;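 also: 0% = DMSO with NR2E3 transfected cells and 100% = cells lacking NR2E3 construct; higher means lower luciferase signal from less NR2E3 corepressor binding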
Cardio protect – cardioprotection against H2O2-induced cell death, primary screen, uHTS, H9c2 cells, ATPLite luminescence | H9c2 cardiomyocytes, H2O2 injury protection, 2 h | protection from H2O2 cell death, % at 20 µM | 360,000 tested, 0.63% active;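 active = compounds giving at least 50% protection of heart cells from peroxide-induced death in the single-dose screen, raw or plate-pattern-corrected value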;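 also: 0% = DMSO wells with peroxide and 100% = DMSO wells without peroxide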
m5-HT2A agonist – mouse Htr2a agonists via beta-arrestin recruitment, primary screen, cell-based, luminescence | CHO-K1 mHTR2A beta-arrestin complementation; percent of 30 µM serotonin response | 5-hydroxytryptamine receptor 2A (Mus musculus), P35363 | activation, % at 7.6 µM | AID 624169, 2012 | 360,000 tested, 0.66% active;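 active = activation above a run cutoff, the mean activation of all tested compounds plus 3 SD, cut at about 14% in these data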;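 also: 0% = plate median of compound wells and 100% = 30 µM serotonin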
* hit, by the source's call; u = inconclusive; x = not tested or not shown. Compounds were not picked by outcome; 3.9% or so of the library scored in one or more.

Preview (nine entries):
no.	SMILES	MITF TRPM1 inh	NR2E3 ag-1	Shn3 3UTR inh	Peg3 promoter	HIF-2a inh	PDI inh
1	c1ccc(N2CC3CCc4ccccc4C3=N2)cc1 (stereo unspecified)	-2	2	x	-255	-283	-5
2	COc1ccc(Cn2c(-c3ccccc3C)nc3c(c(=O)c4ccccc4n3C)c2=O)cc1	3	5	6	10	16	7
3	O=c1cc(-c2ccccc2)c2cc3c(cc2[nH]1)OCCO3	18	3	21	23	28	17
4	Cc1occc1C(=O)N1CCN(C(c2ccccc2)c2ccccc2)CC1	1	0	10	13	15	-5
5	CC(NC(=O)C(=O)N/N=C/c1ccccc1)c1ccccc1 (stereo unspecified)	-1	3	8	7	13	6
6	CCOC(=O)CN1C(=O)C2(OCCCO2)c2cc(Br)ccc21	-1	5	9	6	24	-3
7	COc1ccc(OC)c(N2Cc3cc(C)c(C)cc3C2)c1	-25	-2	-24	-36	-69	14
8	Cc1c(C(=O)N2CCN(c3ccc(C(F)(F)F)cn3)CC2)oc2ccccc12	1	-1	5	10	2	-9
9	NC(=O)c1ccc(-c2ncc(-c3ccccc3)o2)cc1	49	1	-29	22	-36	-6

no.	CaV13 FRET inh	iPSC survival up	NR2E3 ag-2	Cardio protect	m5-HT2A agonist
1	-16	-0.8	-33	-9	-2
2	-2	-0.1	-5	1	-3
3	0	0.7	-20	-5	1
4	-4	-0.6	-7	1	-5
5	-5	4.5	-13	9	-3
6	-8	0.0	-13	5	-1
7	-9	-1.0	-18	-8	2
8	x	-2.6	-26	-7	2
9	-7	-0.2	-59	-4	3

The listing (from the top)
no.	SMILES	MITF TRPM1 inh	NR2E3 ag-1	Shn3 3UTR inh	Peg3 promoter	HIF-2a inh	PDI inh
1	c1ccc(N2CC3CCc4ccccc4C3=N2)cc1 (stereo unspecified)	-2	2	x	-255	-283	-5
2	COc1ccc(Cn2c(-c3ccccc3C)nc3c(c(=O)c4ccccc4n3C)c2=O)cc1	3	5	6	10	16	7
3	O=c1cc(-c2ccccc2)c2cc3c(cc2[nH]1)OCCO3	18	3	21	23	28	17
4	Cc1occc1C(=O)N1CCN(C(c2ccccc2)c2ccccc2)CC1	1	0	10	13	15	-5
5	CC(NC(=O)C(=O)N/N=C/c1ccccc1)c1ccccc1 (stereo unspecified)	-1	3	8	7	13	6
6	CCOC(=O)CN1C(=O)C2(OCCCO2)c2cc(Br)ccc21	-1	5	9	6	24	-3
7	COc1ccc(OC)c(N2Cc3cc(C)c(C)cc3C2)c1	-25	-2	-24	-36	-69	14
8	Cc1c(C(=O)N2CCN(c3ccc(C(F)(F)F)cn3)CC2)oc2ccccc12	1	-1	5	10	2	-9
9	NC(=O)c1ccc(-c2ncc(-c3ccccc3)o2)cc1	49	1	-29	22	-36	-6
10	Cc1ccc(NS(=O)(=O)c2ccc(C(=O)NCC(c3ccco3)N(C)C)cc2)cc1 (stereo unspecified)	7	-1	-1	7	-17	4
11	CCN(CC)CCC12CC(C)OC1=Nc1ccccc1NC2=O (stereo unspecified)	x	x	-16	4	8	x
12	O=c1[nH]c(C2CCCN(S(=O)(=O)c3ccccc3)C2)nc2c1nnn2Cc1ccc(OC(F)(F)F)cc1 (stereo unspecified)	-1	-2	8	8	8	-2

no.	CaV13 FRET inh	iPSC survival up	NR2E3 ag-2	Cardio protect	m5-HT2A agonist
1	-16	-0.8	-33	-9	-2
2	-2	-0.1	-5	1	-3
3	0	0.7	-20	-5	1
4	-4	-0.6	-7	1	-5
5	-5	4.5	-13	9	-3
6	-8	0.0	-13	5	-1
7	-9	-1.0	-18	-8	2
8	x	-2.6	-26	-7	2
9	-7	-0.2	-59	-4	3
10	-6	0.6	-11	2	-2
11	-5	0.6	-20	-17	2
12	-7	-0.4	-21	10	6

Next part:
no.	SMILES	MITF TRPM1 inh	NR2E3 ag-1	Shn3 3UTR inh	Peg3 promoter	HIF-2a inh	PDI inh
13	O=C(Cc1ccc(Br)cc1)NC1CCSC1=O (stereo unspecified)	-1	1	-8	18	-3	9
14	Cc1ccc(C(=O)N[C@H](C(=O)OCC(=O)Nc2cccc(S(N)(=O)=O)c2)C(C)C)cc1	0	-2	-5	-7	14	1
15	Cc1ccc(SCc2cn3c(C)csc3n2)cc1	-80	2	-39	-106	-93	-9
16	CCN(CC)C(=O)C(=O)Nc1ccc(F)c(Cl)c1	-58	2	-33	-123	-120	4
17	CC(Oc1ccccc1F)C(=O)NNC(=O)c1cc2ccccc2o1 (stereo unspecified)	-2	0	-3	4	5	-4
18	COc1cc2c(cc1OC)C(c1cc(Br)ccc1F)N(C(=O)CCl)CC2 (stereo unspecified)	98*	3	98*	102*	90*	-8
19	Cc1nnc(SCC(=O)NCc2ccc(F)cc2)[nH]c1=O	-11	0	-11	-1	19	20
20	COC(=O)C1=C(CSc2nc3ccccc3s2)NC(=O)NC1c1ccc(F)cc1 (stereo unspecified)	-10	4	-1	37	16	-1
21	CCN/C=C(\C#N)S(=O)(=O)c1ccc(Br)cc1	-19	4	20	7	17	-1
22	COc1ccc(NS(=O)(=O)c2ccc(N3CCCCC3)c(N)c2)cc1	-7	1	u	-28	-44	2
23	O=C(NCC1CCCO1)c1ccc(NC(=O)C2CC=CCC2C(=O)O)cc1 (stereo unspecified)	1	2	-17	8	17	5
24	O=C(O)CCCC(=O)Nc1ccccc1SCCS(=O)(=O)c1ccc(Cl)cc1	-4	x	-7	-3	1	0

no.	CaV13 FRET inh	iPSC survival up	NR2E3 ag-2	Cardio protect	m5-HT2A agonist
13	-1	2.7	-6	8	-3
14	-7	-0.7	-14	8	5
15	-7	-3.5	-107	-17	-5
16	-4	3.7	-56	-1	5
17	4	0.1	-4	10	-3
18	-17	21*	9	-4	2
19	-2	2.4	1	2	0
20	-7	-1.6	9	-7	2
21	-5	0.7	-47	14	-8
22	-8	-0.2	92*	-23	-6
23	-1	0.4	2	0	-3
24	-20	0.5	-35	5	-3

Later entries.
no.	SMILES	MITF TRPM1 inh	NR2E3 ag-1	Shn3 3UTR inh	Peg3 promoter	HIF-2a inh	PDI inh
25	CC1=C(C(=O)N(C)C)CC(CC(=O)NCc2cccs2)C(=O)N1Cc1ccc(F)cc1 (stereo unspecified)	x	x	-16	6	0	x
26	Cc1cc(Cl)ccc1OCC(=O)NCCOc1nc(N2CCCCC2)nc(N2CCOCC2)n1	-7	1	-4	15	-7	-7
27	COc1cc(C(=O)NCc2nnc(SCC(=O)Nc3cc(C)on3)o2)cc(OC)c1OC	0	5	-18	6	15	3
28	CC(C)(CNC(=O)c1ccc(S(=O)(=O)Nc2cccc(C(F)(F)F)c2)cc1)N1CCOCC1	12	3	5	-8	5	0
29	O=S(=O)(c1ccc(N2CCOCC2)nc1)N(Cc1ccccn1)Cc1ccccn1	9	0	20	1	9	3
30	Cc1cc(-c2onc(C)c2C(=O)Nc2ccc(C(F)(F)F)cc2)no1	5	-4	-17	-7	4	-4
31	O=C(CSc1ncn[nH]1)CSc1ncn[nH]1	20	0	13	17	16	3
32	COc1ccc(-c2cc(-c3nnc(COC(=O)c4ccc(O)cc4)o3)c3ccccc3n2)cc1OC	-3	-4	-5	52*	-14	7
33	CCc1noc(C)c1C(=O)N(CC(C)C)c1c(N)n(Cc2ccccc2)c(=O)[nH]c1=O	-4	x	-2	1	9	-3
34	Cc1cnc(C(=O)Nc2ccccc2C(=O)N2CCOCC2)cn1	-2	1	6	6	14	-6
35	N#CC(c1ccccc1)N(CCCCl)C(=O)c1ccc(Br)cc1 (stereo unspecified)	-20	-3	-2	9	27	-11
36	COc1cccc2sc(Nc3nc(C)c(C(C)=O)s3)nc12	9	2	27	-156	-252	-6

no.	CaV13 FRET inh	iPSC survival up	NR2E3 ag-2	Cardio protect	m5-HT2A agonist
25	-5	1.3	4	2	-1
26	-5	-2.5	-12	11	5
27	4	0.4	-3	-2	-1
28	-5	-0.3	4	3	-4
29	-2	0.7	-27	-2	0
30	-4	-0.1	1	-1	3
31	7	1.9	-21	4	3
32	-56	-0.5	-15	38	-2
33	-4	0.1	7	-1	4
34	-5	1.9	-15	-1	5
35	-5	0.4	8	-7	2
36	-3	-4.2	-47	-14	-1

Going on with the list:
no.	SMILES	MITF TRPM1 inh	NR2E3 ag-1	Shn3 3UTR inh	Peg3 promoter	HIF-2a inh	PDI inh
37	O=C(NC1CCCC1)c1ccc(CSc2nc3ccncc3n2Cc2ccc(F)cc2)cc1	x	-2	36	13	-21	x
38	CN(C)CCNC(=O)c1cccc(-c2cnc3c(NC=O)cc(-c4ccc(S(C)(=O)=O)cc4)cn23)c1	x	x	-15	-14	-10	-15
39	O=C(c1cccc(N2C(=O)C3C4C=CC(C4)C3C2=O)c1)N1CCN(c2ccccc2F)CC1 (stereo unspecified)	13	0	13	10	12	-13
40	CCOC(=O)c1ccccc1N/C=C1\CCCCC1=O	12	1	0	-3	5	-1
41	C=CCn1c(SCC(=O)c2c(N)n(C)c(=O)n(C)c2=O)nnc1-c1ccccc1F	13	-3	2	16	6	-4

no.	CaV13 FRET inh	iPSC survival up	NR2E3 ag-2	Cardio protect	m5-HT2A agonist
37	-5	-1.1	12	-5	0
38	-4	-0.9	-3	2	5
39	-15	-0.3	1	3	5
40	-8	2.1	-12	7	-3
41	-2	1.3	-14	-10	5
